# From PubChem BioAssay
# LYP inhibition: inhibitors of LYP phosphatase, biochemical, fluorescence intensity, uHTS (AID 1779); hit rate 0.054% among 290,000; inhibition, % at 11.5 µM, or IC50 in µM where a hit was titrated; recombinant LYP phosphatase, fluorescence intensity; higher % means a stronger effect;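 note: plate controls were vehicle with enzyme for no effect and no enzyme for full effect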
# KOR beta-arrestin-1: kappa opioid receptor activators – cell-based, luminescence, uHTS, primary screen (AID 1777); KOR beta-arrestin recruitment, luminescence; higher % means a stronger effect; activation, % at 10 µM, or EC50 in µM where a hit was titrated; hit rate 0.02% among 280,000; in the data active = activation above about 50%, passing the limit was not always enough; note: a part of the inactive calls stands beside numbers as strong as those of hits
# NOD1 inhibition: inhibition of NOD1-driven NF-kB reporter – cell-based, luminescence, uHTS, primary screen (AID 1578); NOD1-driven NF-kB luciferase reporter cells, luminescence; higher % means a stronger effect; hit rate 1% among 290,000; one-dose inhibition, % at 4 µM; EC50 in µM for titrated hits; in the data active = inhibition mostly above about 36%, no sharp cut-off; inactive = mostly below about 34%;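 note: HEK-293T reporter cells stimulated with the NOD1 agonist gamma-tri-DAP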
# Salmonella PhoP GFP: inhibitors of PhoP regulon expression, primary screen, Salmonella Typhimurium, GFP reporter (AID 1863); S. Typhimurium PhoP-regulated promoter GFP reporter, 4 h; higher % means a stronger effect; inhibition, % at 50 µM, or IC50 in µM where a hit was titrated; hit rate 0.16% among 300,000;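 active = inhibition over 29.93%, a cutoff 3 SD above the screen mean, later confirmed by dose response; inconclusive = inhibition over 29.93% but no dose response follow-up; inactive = inhibition at most 29.93% or unconfirmed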;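 note: 0% = low Mg2+ inducing control and 100% = high Mg2+ repressing control; strong numbers were not always called active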
# KOR beta-arrestin-2: KOR antagonists, beta-arrestin recruitment, cell-based, luminescence, uHTS (AID 1778); KOR beta-arrestin recruitment, luminescence, antagonist mode; higher % means a stronger effect; one-dose inhibition, % at 10 µM; IC50 in µM for titrated hits; hit rate 0.091% among 290,000; note: strong numbers were not always called active
# SIAH1 antagonists: blockers of Siah-1 interaction with plectin peptide – biochemical, fluorescence polarization, rhodamine-plectin, uHTS, primary screen (AID 1817); Siah-1 / rhodamine-plectin peptide fluorescence polarization; higher % means a stronger effect; displacement, % at 20 µM; hits with a dose series show IC50 in µM; hit rate 0.02% among 290,000;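 active = displacement of at least 50% at 20 µM, with a fluorescence ratio check between 0.3 and a set limit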;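 note: plate controls were Siah plus tracer with DMSO for no effect and tracer alone without Siah for full effect; strong numbers were not always called active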
# Myeloid diff 2: compounds promoting myeloid differentiation; ER-HoxA9 myeloid progenitors, lysozyme-GFP differentiation, flow cytometry; calls only at 10 µM; hit rate 1% among 360,000;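 active = normalized GFP-positive differentiation at or above the plate's own cutoff, the solvent-only control mean plus 3 SD; inconclusive = no clear call, values can overlap the other calls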;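 note: cells exposed to compound for four days before flow analysis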
# HEK293 NOD2/NF-kB: NOD2 signaling inhibitors, cell-based, luminescence, uHTS, HEK293 (AID 1566) | inhibition, % at 4 µM, or EC50 in µM where a hit was titrated | HEK293 NOD2/NF-kB luciferase reporter, luminescence; higher % means a stronger effect | hit rate 0.63% among 290,000; note: many of its hits are not listed in these tables
# HIV fusion peptide: cell-free HIV fusion peptide-binding blockers – biochemical, uHTS, fluorescence dequenching, primary screen (AID 1986); cell-free peptide binding, fluorescence dequenching, 30 min; higher % means a stronger effect; one-dose inhibition, % at 20 µM; IC50 in µM for titrated hits; hit rate 0.3% among 290,000; in the data active = inhibition mostly above about 52%, no sharp cut-off; inactive = mostly below about 76%; note: some results filed as inactive read as strong as hits
# Myeloid diff 2 GFP+ MAC1+ %: second read-out of Myeloid diff 2, no call of its own (marks repeat the call); GFP+ MAC1+ double positive, %; measured here: differentiation confirmed by MAC1 staining
# Active calls of the source: *; i = inactive; ? = inconclusive; . = not tested or not shown; [ ] = another dose, or the depositor's remark. Cut-off read from the data, not from the text of the source, unless noted: active = inhibition above about 50%; inactive = the rest.
SMILES,LYP inhibition,KOR beta-arrestin-1,NOD1 inhibition,Salmonella PhoP GFP,KOR beta-arrestin-2,SIAH1 antagonists,Myeloid diff 2,Myeloid diff 2 GFP+ MAC1+ %,HEK293 NOD2/NF-kB,HIV fusion peptide
O=C(c1ccc(N2CCCC2=O)cc1)N1CCN(c2ccccc2)CC1,-8%,-3.1%,-22%,23%,15%,6%,i,2.2,7%,2.5%
O=C(O)COc1ccccc1/C=N/NC(=O)CNC(=O)c1ccco1,-10%,5.0%,20%,7%,-21%,0%,i,2.0,18%,-1.8%
O=C(Nc1nc(-c2cccc([N+](=O)[O-])c2)cs1)C(c1ccccc1)c1ccccc1,-9%,0.7%,-16%,-9%,1%,7%,i,0.8,-8%,0.9%
Cc1nn(-c2ccccc2)c(=S)c2ccccc12,-7%,-2.1%,-22%,8%,22%,-4%,i,0.1,13%,-0.3%
CCOc1cccc(C(=O)NC(=S)Nc2ccc3c(c2)OCCO3)c1,4%,-7.4%,-11%,-1%,8%,-2%,i,0.7,-20%,-0.7%
O=C(CN1Cc2ccccc2C1=O)Nc1ccc2c(c1)OCCO2,-13%,2.9%,-24%,4%,-19%,-1%,i,2.8,6%,0.8%
CCCn1c(CCC(=O)Nc2ccccc2Cc2ccccc2)nc2cc(S(=O)(=O)N3CCOCC3)ccc21,-5%,6.4%,8%,17%,12%,11%,i,0.4,0%,-0.2%
O=C(NCCc1ccccc1)Oc1ccc(Cl)cc1,-10%,.,-10%,-3%,19%,0%,i,0.3,-43%,-2.1%
O=c1c2ccccc2[nH]c(=S)n1CCCN1CCN(c2ccccc2F)CC1,-5%,-1.6%,-4%,6%,19%,-1%,i,0.5,-34%,0.7%
O=C(Oc1cccc(NC(=O)c2ccccc2Cl)c1)c1ccc([N+](=O)[O-])cc1,-2%,9.9%,-18%,-1%,-33%,1%,.,.,-28%,-0.5%
Cc1ccc2nsnc2c1S(=O)(=O)NCCc1c(C)[nH]c2ccc(F)cc12,-2%,-7.8%,-16%,7%,29%,1%,i,5.8,11%,-3.0%
Cc1cccc(NC(=S)N=Nc2c(O)n(C)c3ccc(S(=O)(=O)N4CCOCC4)cc23)c1,2%,0.7%,25%,-10%,4%,11%,i,0.5,-5%,-2.2%
COc1ccc(OCC(=O)Nc2ccccc2N2CCCCC2)cc1,-1%,2.5%,-18%,6%,-52%,4%,?,.,-12%,2.3%
CCOc1ccccc1OCC(=O)NN1Cc2ccccc2C1=N,-7%,-4.8%,-7%,-1%,-43%,-5%,i,1.0,3%,-0.6%
Cc1ccccc1-n1c(SCc2cc(=O)n3ccccc3n2)nc2[nH]ncc2c1=O,1%,-1.0%,-40%,-11%,11%,5%,i,0.8,-2%,-0.3%
O=C(NCc1ccco1)C(=O)NCC1OCCN1S(=O)(=O)c1cc(F)ccc1F (stereo not drawn),-7%,.,-2%,-4%,-12%,0%,i,0.0,-14%,0.4%
Cn1cc(CNCc2cn(C)nc2-c2ccc(C3CCCCC3)cc2)cn1,-6%,-7.8%,-41%,5%,-80%[20 µM],4%,i,0.7,-24%,-1.3%
Cc1nn(C(C)(C)C)c(OC(=O)C2CCCC2)c1S(=O)(=O)c1ccccc1,1%,7.1%,20%,2%,-16%,-3%,i,0.9,-2%,-1.1%
Cn1c(=O)oc2cc(S(=O)(=O)CCC(=O)Nc3ccccc3)ccc21,-3%,1.4%,-4%,-9%,-29%,2%,i,1.5,1%,3.4%
CCOC(=O)C(C(=O)OCC)c1c([N+](=O)[O-])c(=O)n2c3c(cccc13)CCC2,-4%,3.2%,-12%,-15%,-6%,-5%,i,0.7,8%,-1.8%
COc1ccc(-c2ccc(OC)c([C@H]3[C@@H]4C=CCC[C@@]4(C)C(=O)N3Cc3ccccc3)c2)cc1OC,34%,6.0%,9%,3%,31%,-1%,i,1.1,17%,0.0%
CC1CCN(S(=O)(=O)c2csc(C(=O)Nc3ccccc3)c2)CC1,-4%,1.4%,23%,0%,-39%,1%,i,7.0,24%,-1.5%
Cc1occc1C(=O)NNC(=O)Nc1ccc([N+](=O)[O-])cc1,2%,0.5%,-36%,6%,11%,0%,i,0.0,-5%,3.0%
Cc1[nH]n(-c2cccc3ccccc23)c(=O)c1/C=N/c1sc2c(c1C#N)CCC2,-1%,6.3%,26%,-4%,-44%,1%,i,0.9,5%,7.6%
Brc1ccc(C2=Nn3c(nnc3-c3cccnc3)SC2)s1,0%,-1.3%,-11%,12%,0%,5%,i,1.0,-6%,-2.5%
Cc1cccc(C)c1NC(=O)CN(C)CC(=O)Nc1ccc(F)c(Cl)c1,-3%,6.9%,-6%,-8%,-14%,0%,i,1.0,7%,-0.1%
COc1ccc(C2=NNC(=Nc3cc(S(=O)(=O)N(C)C)ccc3C)SC2)c(OC)c1,-2%,-0.9%,-12%,-4%,23%,2%,i,0.6,24%,-2.1%
CCN(CC(=O)NC(C)C)C(=O)CCNC(=O)c1ccc(Cl)cc1,-3%,-4.8%,-14%,-4%,6%,0%,i,0.9,6%,-1.4%
Cc1ccc(CCNC(=O)c2nnn(-c3cccc(C)c3)c2N)cc1,-6%,-4.3%,33%,7%,2%,-4%,i,1.1,17%,-2.0%
CCOc1ccccc1C(=O)NC(C(=O)Nc1ccccc1N1CCOCC1)C(C)C (stereo not drawn),-1%,-2.4%,6%,-8%,13%,4%,i,1.1,18%,1.1%
Cc1ccc(NC(=S)c2ccncc2)cc1,0%,2.8%,-12%,-8%,-24%,4%,i,1.5,17%,1.4%
O=C(COC(=O)c1cc2ccccc2oc1=O)Nc1cccc(S(=O)(=O)N2CCCCCC2)c1,-6%,1.4%,-46%,-11%,-29%,0%,i,0.7,-33%,-1.5%
Cc1ccc(C(=O)Nc2sc3c(c2C(=O)O)CCCC3)o1,-4%,-4.6%,.,2%,1%,-9%,i,0.3,.,0.9%
COc1ccc(C)cc1Nc1n[n+](-c2ccccc2)c(-c2ccc(N(C)C)cc2)s1,-5%,4.6%,-6%,-31%,-30%[20 µM],-8%,i,1.4,8%,-0.6%
O=C(Nc1ccc(Cl)cn1)c1ccc(Oc2ccccc2)cc1,-10%,2.6%,-50%,-9%,-25%[20 µM],12%,i,0.5,-57%,2.8%
COc1ccc(NC(=O)CCS(=O)(=O)c2ccc3c(c2)CCCN3C(C)=O)cc1Cl,-6%,-3.4%,-10%,11%,2%,3%,i,0.8,14%,-2.3%
COc1ccc(-c2cc(C(=O)Nc3ccccc3F)on2)cc1,0%,-4.8%,-15%,4%,14%,4%,i,2.2,-72%,2.3%
Cc1ccc(C(=O)NC2CCN(CC(=O)Nc3cccc([N+](=O)[O-])c3)CC2)cc1,-5%,.,-27%,2%,38%[20 µM],2%,i,0.7,-2%,-1.3%
O=C(CSc1nnc(COc2ccccc2)o1)N1CCCC1,-6%,-0.8%,-22%,3%,29%,8%,i,5.5,4%,-0.9%
Cc1ccc(CSc2nnc(-c3cccc(S(=O)(=O)N4CCOCC4)c3)n2CC(C)C)cc1,-4%,6.7%,9%,3%,-30%,1%,i,0.9,4%,-0.7%

# Sorted by molar mass (falling): some entries from above
SMILES,LYP inhibition,KOR beta-arrestin-1,NOD1 inhibition,Salmonella PhoP GFP,KOR beta-arrestin-2,SIAH1 antagonists,Myeloid diff 2,Myeloid diff 2 GFP+ MAC1+ %,HEK293 NOD2/NF-kB,HIV fusion peptide
Cc1ccc(CSc2nnc(-c3cccc(S(=O)(=O)N4CCOCC4)c3)n2CC(C)C)cc1,-4%,6.7%,9%,3%,-30%,1%,i,0.9,4%,-0.7%
COc1ccc(-c2ccc(OC)c([C@H]3[C@@H]4C=CCC[C@@]4(C)C(=O)N3Cc3ccccc3)c2)cc1OC,34%,6.0%,9%,3%,31%,-1%,i,1.1,17%,0.0%
COc1ccc(NC(=O)CCS(=O)(=O)c2ccc3c(c2)CCCN3C(C)=O)cc1Cl,-6%,-3.4%,-10%,11%,2%,3%,i,0.8,14%,-2.3%
COc1ccc(C)cc1Nc1n[n+](-c2ccccc2)c(-c2ccc(N(C)C)cc2)s1,-5%,4.6%,-6%,-31%,-30%[20 µM],-8%,i,1.4,8%,-0.6%
Cc1[nH]n(-c2cccc3ccccc23)c(=O)c1/C=N/c1sc2c(c1C#N)CCC2,-1%,6.3%,26%,-4%,-44%,1%,i,0.9,5%,7.6%
Cc1ccc(C(=O)NC2CCN(CC(=O)Nc3cccc([N+](=O)[O-])c3)CC2)cc1,-5%,.,-27%,2%,38%[20 µM],2%,i,0.7,-2%,-1.3%
Cc1cccc(C)c1NC(=O)CN(C)CC(=O)Nc1ccc(F)c(Cl)c1,-3%,6.9%,-6%,-8%,-14%,0%,i,1.0,7%,-0.1%
CCN(CC(=O)NC(C)C)C(=O)CCNC(=O)c1ccc(Cl)cc1,-3%,-4.8%,-14%,-4%,6%,0%,i,0.9,6%,-1.4%

# Later entries:
SMILES,LYP inhibition,KOR beta-arrestin-1,NOD1 inhibition,Salmonella PhoP GFP,KOR beta-arrestin-2,SIAH1 antagonists,Myeloid diff 2,Myeloid diff 2 GFP+ MAC1+ %,HEK293 NOD2/NF-kB,HIV fusion peptide
CCOc1cc(C(=O)NCCOC)ccc1OC,-6%,-1.0%,-14%,-5%,43%,-2%,i,1.6,8%,-1.1%
CS(=O)(=O)N1CCN(c2ccc(NC(=O)c3cccnc3Cl)cc2)CC1,-6%,-0.5%,-13%,-8%,-19%,-5%,i,4.5,1%,-2.2%
CC(=O)Nc1cccc(/C(C)=N/NS(=O)(=O)c2ccccc2)c1,-7%,-1.3%,-43%,-1%,-9%,17%,i,0.2,3%,0.3%
COc1ccc2oc(=N)c(C(=O)Nc3ccc(Br)cc3)cc2c1,-5%,-2.3%,-28%,-7%,10%,5%,i,0.6,13%,-0.8%
Cc1ccc2cc(C#N)c(N3CCN(C(=O)c4cccs4)CC3)nc2c1,-19%,6.6%,26%,-1%,-9%[20 µM],-2%,i,0.6,19%,1.0%
O=C(CCC1CCN(C(=O)c2cccc(Cl)c2F)CC1)Nc1ccccc1,-5%,3.4%,11%,-8%,-10%,0%,i,0.8,12%,2.2%
Cc1ccc2c(c1)N(C(C)C(=O)NCc1ccc3c(c1)OCO3)C(=O)CO2 (stereo not drawn),-6%,3.0%,-1%,-1%,-11%,1%,i,0.6,8%,-0.8%
C=C1CCC(O)C2(C)CCC3C(C)C(=O)OC3C12O (stereo not drawn),-7%,-6.7%,8%,11%,-4%,2%,i,0.6,21%,-0.8%
O=[N+]([O-])c1cc(/C=N/O)ccc1Sc1ccccc1,2%,10%,8%,15%,-12%,-5%,i,0.6,8%,-2.7%
CCOc1ncccc1C(=O)OCC(=O)Nc1ccc(S(=O)(=O)N2CCOCC2)cc1,0%,-3.5%,-4%,8%,-11%,1%,i,0.5,4%,1.0%
CCOC(=O)C(C)Sc1nc2c(c(=O)[nH]c(=O)n2C)n1C/C=C(/C)Cl (stereo not drawn),7%,1.3%,.,4%,-56%,-6%,i,0.6,20%,-1.9%

# These rows are one share of the data; count on the stated rates, not on these rows.
